hcGAS lum: inhibitors of human cGAS; Q8N884; 0.081% of 290,000 active; recombinant h-cGAS, ATP depletion, Kinase-Glo luminescence; inhibition, % at 12.5 µM;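 note: 0% = vehicle reaction and 100% = reaction without DNA for no activity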
Target sequence (Q8N884 whole entry, looked up): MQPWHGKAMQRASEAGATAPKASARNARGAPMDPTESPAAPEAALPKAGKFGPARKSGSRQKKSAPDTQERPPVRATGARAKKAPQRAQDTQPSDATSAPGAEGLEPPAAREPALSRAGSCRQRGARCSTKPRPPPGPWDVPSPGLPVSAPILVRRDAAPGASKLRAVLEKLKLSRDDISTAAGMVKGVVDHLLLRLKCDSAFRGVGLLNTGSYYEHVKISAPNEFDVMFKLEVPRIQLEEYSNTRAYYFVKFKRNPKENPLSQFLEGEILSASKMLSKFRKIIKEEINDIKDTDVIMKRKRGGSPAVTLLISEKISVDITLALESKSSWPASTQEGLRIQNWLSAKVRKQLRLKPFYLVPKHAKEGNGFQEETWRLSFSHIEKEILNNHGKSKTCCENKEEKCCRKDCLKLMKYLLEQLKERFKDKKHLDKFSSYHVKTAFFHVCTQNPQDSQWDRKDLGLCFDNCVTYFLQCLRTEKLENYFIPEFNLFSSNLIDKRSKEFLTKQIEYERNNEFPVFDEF
mcGAS inh: mouse cGAS inhibition by luminescence; Q8C6L5; inhibition, % at 12.5 µM; AID 1259399; recombinant cGAS, Kinase-Glo ATP depletion luminescence; 0.15% of 160,000 active;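 note: 0% = negative control wells and 100% = reference inhibitor with no enzyme activity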
NPYLR7 ag: mosquito NPYLR7 agonism | HEK293T NPYLR7/Galpha15, GCaMP6s calcium fluorescence | 0.15% of 270,000 active | activation, % at 10 µM; in the data active = activation above about 40%;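 note: 0% = vehicle and 100% = reference agonist at the receptor; some compounds past the cut are filed as inactive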
* marks the source's active call; other numbers are inactive results; . = no result given; & = joins results of further samples. Cut-off read from the data, not from the text of the source, unless noted: active = inhibition above about 40%; inactive = the rest. Random draw from the library (roughly 0.27% active in at least one column).

SMILES	hcGAS lum	mcGAS inh	NPYLR7 ag
CN(C)c1ncn(Cc2c(Cl)cccc2Cl)c2ncnc1-2	-11	-2	15
COCC(=O)Nc1ccc2c(c1)N(C(=O)c1cccs1)CC2	-8	-8	3
Cc1[nH]c(=S)sc1CC(=O)NC1CCCCC1C (stereo unspecified)	-4	.	9
COc1ccc(CNc2ccc3nc(C)[nH]c3c2)cc1	-10	-14	13
O=C(c1ccc(F)c(F)c1)N1CCN(Cc2ccc(-c3noc(-c4cccnc4)n3)cc2)CC1	-2	-4	8
CC1(C)O[C@@H]2C[C@@](OCc3ccc(C#N)cc3)(C(=O)NCCN3CCCC3)CC(OCc3cccc(C(F)(F)F)c3)[C@@H]2O1 (stereo partly specified)	-3	-5	29
CC(C)(C)NC(=O)CSc1ncn[nH]1	-2	-4	5
O=C(Cn1cc(-c2ccccc2)c(N2CCOCC2)n1)Nc1ccc(Cl)cc1	-3	.	-10
O=C(CSc1nc2[nH]ncc2c(=O)n1-c1cccc2ccccc12)NC1CCCCC1	-2	.	15
N#CCCn1cc(C=C(C#N)C(=O)O)c(-c2ccc(F)cc2)n1	-1	-3	5
COc1ccc(CCNC(=O)c2ccc(CSc3nc(Cl)cc(N4CCN(c5ccc(Cl)cc5)CC4)n3)cc2)cc1OC	1	-3	9
COc1cccc(N2CCN(C(=O)C3CC4(CCNCC4)CN3)CC2=O)c1 (stereo unspecified)	4	.	0
O=C(Cc1cccs1)NN=Cc1ccccc1Br	-3	-5	-5
CS(=O)(=O)C1(S(C)(=O)=O)CCCCC1	-4	.	6
COCCCN(C(=O)c1ccc(NC(C)=O)s1)c1c(N)n(Cc2ccccc2)c(=O)[nH]c1=O	-3	.	3
Cc1cc(C(F)(F)F)nn1CCNC(=O)CCC1CCCCN1C (stereo unspecified)	-12	-5	.
CCOC(CNC(=O)c1sc2nc(-c3cccc([N+](=O)[O-])c3)cn2c1C)OCC	-6	-8	5
COCCCN(CC(=O)N(CCc1ccc(OC)c(OC)c1)Cc1sccc1C)C(=O)c1ccc(-c2ccccc2)cc1	-9	-6	-4
COCCCn1c(SCC(=O)NC(c2ccccc2)c2ccccc2)nc2ccccc2c1=O	4	.	-1
COc1cccc(CNC(=O)CSc2nc(=O)[nH]c3c2CCC3)c1	-8	-7	0
CCOCCCNC(=O)c1cc(NC(=O)Nc2c(Cl)cccc2Cl)ccc1N1CCCCC1	0	-2	-1
CN(Cc1cccnc1)Cc1nc(Cc2ccccc2F)no1	-9&6	0	-1&-4
CCC(CC)N(C)C(=O)c1ccc2nc(C)[nH]c2c1	-2	-14	4
COC(=O)c1cnn2c1NCN(Cc1ccco1)C2	-3	-2	2
CCc1noc(Cn2c(-c3cnccn3)noc2=O)n1	-6	.	8
CCOc1ccc(C(C2Sc3nc(C)nn3C2=O)N2CCN(c3ccccc3)CC2)cc1OC (stereo unspecified)	-8	-6	1
O=C(CCC1CCN(C(=O)CC2=CCCCC2)CC1)Nc1ccc(F)c(Cl)c1	-5	-8	5
O=C(CCn1nnnc1CN1CCOCC1)N1CCN(c2nc3ccccc3s2)CC1	-2	-7	9
COCCN1CCCC[C@]2(C[C@H](CO)[C@H](c3ccccc3)N2C(=O)c2ccc(C)cc2)C1=O	-8	-5	2
CCc1ccc(-c2cc3c(=O)n(Cc4ccccc4C)ccn3n2)cc1	-2	-6	0
Cc1ccc(C(O)(C(=O)N(C)N(C)C)c2ccc(C)cc2)cc1	1	.	-13
CN(C)CCNC(=O)c1coc(CN(Cc2ccccc2F)CC2CC2)n1	-4	-4	18
C[C@@]1(O)CCN(C(=O)c2[nH]ncc2Cl)C[C@@H]1Cc1ccccc1	-11	.	16
COc1ccc(CCN(C)c2nc(SCc3cccc(C(=O)NCc4ccncc4)c3)nc(C)c2C)cc1OC	-1	-4	3
Cc1cnc2n(c1=O)C(CC(=O)Nc1ccon1)CS2 (stereo unspecified)	-5	.	-2
CCN(CC1CCOCC1)CC1[C@H]2CN(C(=O)N(CC)CC)C[C@@H]12 (stereo partly specified)	-13	-6	.
CN(C)c1nc2c(c(N3CCCC(c4ncc[nH]4)C3)n1)CCCC2 (stereo unspecified)	-2	.	0
CCOc1ccc(N2C(=O)c3ccccc3NC2c2ccc(OCC(N)=O)cc2)cc1 (stereo unspecified)	0	-2	2
CC(C)CC(NC(=O)c1cnc(Cl)cn1)c1ccccc1 (stereo unspecified)	-6	.	3
CCCCC1=NN2C(=N)/C(=C/c3cccc(OS(C)(=O)=O)c3)C(=O)N=C2S1	5	.	-1
CC1CC(C)CN(S(=O)(=O)c2ccc(C(=O)NC(C)(C)C)cc2)C1 (stereo unspecified)	-15	-8	7
CC(NC(=O)c1ccc[nH]1)c1nc(-c2ccncc2)cs1 (stereo unspecified)	-9	.	13
c1csc(-c2nc(CN3CCCC3C3CCCCC3)co2)c1 (stereo unspecified)	-11	.	3
COc1cncc(N2CC3ON=C(c4ccccc4C)C3C2)c1 (stereo unspecified)	-6	.	7
O=C(NCc1ccccc1F)c1ccccc1N1CCC(NC(=O)C2CCCC2)CC1	-3	-3	2
Cc1cccc(Cc2nnc(CCC(=O)NCCC(c3ccc(F)cc3)c3ccco3)o2)c1 (stereo unspecified)	-3	-4	1
CC(C)C(=O)Nc1ccc(CNC(=O)C(C)OCc2ccccc2)cc1 (stereo unspecified)	-4	.	3
CC1Cc2ccccc2N1C(=O)Cc1cc(-c2cccs2)on1 (stereo unspecified)	-6	-10	2
Cc1cccc2c1NC1(CCN(Cc3cccc(Cl)c3)CC1)NC2=O	-8	-6	4
CCN(Cc1ccncc1)C(=O)c1ccc(C(C)N2CCCCC2)o1 (stereo unspecified)	-2	-8	-1
(listing goes on)
SMILES	hcGAS lum	mcGAS inh	NPYLR7 ag
Clc1ccc(-c2c[n+]3c(n2-c2ccccc2)CCCCC3)cc1	-2	.	21
O=c1c2cnc3nc(-c4ccncc4)nn3c2ccn1Cc1cccnc1	3	.	-2
CC(C)c1cc(=O)[nH]c(-n2nc(-c3cccs3)cc2NC(=O)c2cccs2)n1	-6	.	-2
Fc1ccc(SCSc2ccccc2)cc1	1	.	-8
O=C(Nc1ccc(-c2nc3ccccc3o2)c(O)c1)c1ccc(Cl)c([N+](=O)[O-])c1	-2	-3	-11
CCc1noc(CN(CC)C(=O)c2ccnc(NC)c2)n1	-3	.	14
CC(C)c1nnsc1CNC(=O)C(C)n1cnc2ccccc21 (stereo unspecified)	-6	-10	-6
COc1ccc(C2c3c([nH]c(=O)c4ccccc34)N=C3C=CC=CN32)cc1 (stereo unspecified)	-1	.	2
Cc1csc(Cc2nc(-c3ccc(Br)cc3)cs2)n1	-9	.	10
CCn1ccnc1CN1CCC2(CCCN(C(=O)CCc3ccccc3)C2)C1 (stereo unspecified)	-4	-11	5

By substructure, those above containing a CF3 group (2)
SMILES	hcGAS lum	mcGAS inh	NPYLR7 ag
CC1(C)O[C@@H]2C[C@@](OCc3ccc(C#N)cc3)(C(=O)NCCN3CCCC3)CC(OCc3cccc(C(F)(F)F)c3)[C@@H]2O1 (stereo partly specified)	-3	-5	29
Cc1cc(C(F)(F)F)nn1CCNC(=O)CCC1CCCCN1C (stereo unspecified)	-12	-5	.

Following part:
SMILES	hcGAS lum	mcGAS inh	NPYLR7 ag
Cc1ccc2[nH]cc(-c3ccc(-c4nn[nH]n4)cc3)c2c1	2	-15	21
CC(=O)C1=NN(c2ccc(Cl)cc2)C(c2ccc3c(c2)OCO3)N1C(C)(C)C (stereo unspecified)	1	.	-4
CCc1oc2ccccc2c1CN1CCN2C(=O)CNC(=O)C2C1 (stereo unspecified)	-7	.	7
O=S(=O)(Nc1ccc2c(c1)OCCCO2)c1ccc2c(c1)CCC2	-8	.	10
CN(CC(=O)NC1CCCCC1)S(=O)(=O)c1ccc(F)cc1	-7	.	17
CCC(C)C(=O)Nc1ccc(Cl)c2cccnc12 (stereo unspecified)	0	.	-1
COc1ccc(C(=O)N[C@@H]2CCCCC2NC(=O)C2CCCN(C(=O)c3cccc(F)c3)C2)cc1 (stereo partly specified)	5	2	.
CC(=O)N1CCc2c(sc(NC(=O)CCS(=O)(=O)c3ccc(F)cc3)c2C#N)C1	-8	.	9
CC(=O)O[C@@H]1CC(C)=C2[C@H]1[C@H](C)CC[C@H]2/C=C(\C)C(=O)O	-4	-9	-6
CCOC(=O)c1ccc(NC(=O)c2cc(S(=O)(=O)N(CC)CC)ccc2Cl)cc1	-2	-4	-3
COCCCNC(=O)C(NC(=O)C1CC1)C1CCN(C(=O)c2ccco2)CC1 (stereo unspecified)	2	0	-9
CCC1c2ccsc2CCN1C(=O)CNC(=O)c1ccc(Cl)c(Cl)c1 (stereo unspecified)	-5	.	4
CC(C)(O)C#Cc1ccc(C2NCCS2)cc1 (stereo unspecified)	-8	.	0
Cc1ccc(C)c(NC(=O)C(C)N(C)Cc2ccsc2)c1 (stereo unspecified)	-4	.	1
OCCN1CCN(c2cc(-c3ccc(O)cc3)nc3ccnn23)CC1	-1	-2	0
COC(=O)c1ccc(N2C(=O)C3C4C=CC(O4)C3C2=O)cc1 (stereo unspecified)	2	0	-10
C=CCOc1ccccc1CN1C(=O)C2(SC(NC(C)=O)=NN2C(C)=O)c2cccc(C)c21 (stereo unspecified)	2	-3	5
CN(C)c1cc(C(=O)N2CCCc3cc(Cl)cc(F)c32)ccn1	-6	.	1
COc1cc(SC)ccc1C(=O)Nc1ccc(N2CCOCC2)cc1	-3	.	9
C=CCSC(C)C(=O)N1CCN(C)C2(CCN(C)CC2)C1 (stereo unspecified)	-2	-5	6
Cc1nsc(NC(=O)C2(C)CCN2C(C)C)n1 (stereo unspecified)	-2	-2	-4
COc1cccc(CCNC(=O)CNC(=O)C2CC2(c2ccccc2)c2ccccc2)c1 (stereo unspecified)	-6	-3	4
O=C(NCC1CC1)c1ccc2sc([C@@H]3O[C@H](CO)[C@H](O)[C@H](O)[C@H]3O)nc2c1	-9	-8	-2
Cc1ccsc1C(=O)NCCN1Cc2ccccc2OC(c2ccccc2F)C1 (stereo unspecified)	-5	-10	2
NC(=O)CSCCC(=O)Nc1ccc(Br)c(C(F)(F)F)c1	17	15	6
Cc1cc(C(=O)NC(C)C)ccc1NCc1cc(=O)n(C)c(=O)n1C	-6	-14	-2
CSc1nc(C(=O)N2CCCC(c3nc(-c4cccnc4)ncc3-c3ccccc3F)C2)cs1 (stereo unspecified)	-7	-11	22
O=C(NCCn1nnc2ccccc21)c1cc(C2CC2)[nH]n1	-7	.	7
COC(=O)Cn1c(O)c(N=NC(=O)CNC(=O)c2ccccc2OC)c2ccccc21	-1	-1	1
CCCc1nc(C)c(C(=O)Nc2ccnc(Sc3ccccn3)c2)s1	-5	-16	12
OCCN(Cc1nc2ccccc2o1)c1ccc(Br)cc1	-6	.	7
Cc1ccccc1-n1c(Cc2ccccc2)nnc1SCC(=O)NCC1CCCO1 (stereo unspecified)	-9	-5	-3
CCN(C1CC1)S(=O)(=O)c1ccc(C)c(F)c1	-1	.	-1
O[C@@H]1CN(c2ncnc3nc[nH]c23)CC[C@H]1N1CCN(c2ccccc2F)CC1	1	.	3
O=S1(=O)CCN2C(c3ccccc3Cl)=CSC2=N1	-4	.	-9
CC(=O)c1ccc(N2CCN(C(=O)Cn3c(-c4ccc(Cl)cc4)n[nH]c3=S)CC2)c(F)c1	-5	-9	2
O=C1CCCN1C(=O)COc1ccc(Br)cc1Br	-10	.	13
CCc1nnc2n1N(C(C)=O)C(c1ccccc1)=C(C(C)=O)S2	-12	.	2
Cc1cccc(OCC(=O)N2CCc3c(sc4ncnc(N)c34)C2)c1C	-1	-6	0
CCOc1ccc(NC(=O)N(CC(=O)Nc2cc(C(C)(C)C)nn2-c2ccccc2Cl)Cc2ccccc2)cc1	5	0	2
CC(C)CN(CCC(=O)N1CCCC1)C(=O)c1ccoc1	-2	-3	.
CC1C(=O)N(c2ccc3c(c2)OCO3)CCN1C(=O)c1cccc(Br)c1 (stereo unspecified)	-5	-5	26
Cc1cc(C)n(CCCN(C)C(=O)C2CCC(=O)N(CCN3CCOCC3)C2)n1 (stereo unspecified)	-5	.	4
Cc1ccc(Cl)cc1NC(=O)CCn1cncn1	-4	.	6
CC(=O)N[C@H]1CCN(C)C[C@@H](O)C1	-3	-5	5
COc1ccc2nc(-c3ccc(C)c(NS(=O)(=O)c4cccc(C)c4)c3)cn2n1	-1	-9	-12
Cc1cccc(-n2nc(C(=O)N3CCN(C)CC3)c(=O)n(Cc3cccc(C(F)(F)F)c3)c2=O)c1	2	-2	1

Among those listed so far, these contain a thiophene ring, fused or not.
SMILES	hcGAS lum	mcGAS inh	NPYLR7 ag
COCC(=O)Nc1ccc2c(c1)N(C(=O)c1cccs1)CC2	-8	-8	3
O=C(Cc1cccs1)NN=Cc1ccccc1Br	-3	-5	-5
COCCCN(C(=O)c1ccc(NC(C)=O)s1)c1c(N)n(Cc2ccccc2)c(=O)[nH]c1=O	-3	.	3
COCCCN(CC(=O)N(CCc1ccc(OC)c(OC)c1)Cc1sccc1C)C(=O)c1ccc(-c2ccccc2)cc1	-9	-6	-4
c1csc(-c2nc(CN3CCCC3C3CCCCC3)co2)c1 (stereo unspecified)	-11	.	3
CC1Cc2ccccc2N1C(=O)Cc1cc(-c2cccs2)on1 (stereo unspecified)	-6	-10	2
CC(C)c1cc(=O)[nH]c(-n2nc(-c3cccs3)cc2NC(=O)c2cccs2)n1	-6	.	-2
CC(=O)N1CCc2c(sc(NC(=O)CCS(=O)(=O)c3ccc(F)cc3)c2C#N)C1	-8	.	9
CCC1c2ccsc2CCN1C(=O)CNC(=O)c1ccc(Cl)c(Cl)c1 (stereo unspecified)	-5	.	4
Cc1ccc(C)c(NC(=O)C(C)N(C)Cc2ccsc2)c1 (stereo unspecified)	-4	.	1
Cc1ccsc1C(=O)NCCN1Cc2ccccc2OC(c2ccccc2F)C1 (stereo unspecified)	-5	-10	2
Cc1cccc(OCC(=O)N2CCc3c(sc4ncnc(N)c34)C2)c1C	-1	-6	0
